TRPC4 inh: TRPC4 (mouse) channel inhibition | Q9QUQ5 | HEK293 TRPC4beta/mu-opioid, DAMGO-evoked Fluo4 calcium flux; stronger effect = lower value | B-score at 10 µM | hit rate 0.39% among 300,000 | AID 2247;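 active means B-score over 3 SD under the library average, no early fluorescence shift, positive overall ratio signal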
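System: stable TRPC4beta/mu-opioid receptor HEK293 cells; Dosing: single-point compound dosing; Measured by: Fluo4 Ca2+ flux fluorescence; Read-out basis: per-well B score of integrated baseline-normalized Fluo4 ratio.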
SKKanGAS inh: blocks kanamycin growth of S. pyogenes SKKanGAS strain. AID 1662. BacTiter-Glo, 6 h. hit rate 1.3% among 300,000. inhibition, % at 7.5 µM;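 active means mean replicate score, as percent of positive control median, at least 50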;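 further: strain carries kanamycin resistance gene driven by streptokinase promoter and grows in 40 µg/ml kanamycin; loss of luminescence reflects streptokinase promoter inhibition or plain growth inhibition; 0% = median of DMSO wells and 100% = positive control at its reference dose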
TRPC4 agonist: TRPC4 (mouse) channel activation. HEK293 TRPC4beta/mu-opioid, Fluo4 calcium fluorescence; stronger effect = higher value. Q9QUQ5. AID 2237. hit rate 0.49% among 310,000. B-score at 10 µM;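 active means B-score above 5 SD of library B-scores, and initial fluorescence ratio not above library mean plus 5 SD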;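 further: positive B-score marks a calcium rise read as TRPC4 activation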
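Test system: HEK293 cells stably co-expressing mouse TRPC4beta and mu-opioid receptor | Schedule: Fluo4 dye loading 45 min at room temperature, 110 s recording | Measured by: Kinetic Fluo4 calcium fluorescence, 5 s baseline at 1 Hz | Evaluation: B score of integrated ratio | Controls: Buffer (low) and maximal DAMGO (high)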
TRPC6 inh: mouse TRPC6 channel inhibition. Q61143. HEK293-TRPC6, membrane potential dye, ACh-evoked depolarization; stronger effect = lower value. B-score at 10 µM. hit rate 1.1% among 310,000. AID 2553;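 active means B-score under library mean minus 3 SD, initial fluorescence not abnormally high, positive integrated signal ratio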;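 further: B-score derived from integrated fluorescence ratio over the kinetic read; more negative B-score means stronger inhibition of depolarization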
Target sequence (Q61143 whole entry, looked up): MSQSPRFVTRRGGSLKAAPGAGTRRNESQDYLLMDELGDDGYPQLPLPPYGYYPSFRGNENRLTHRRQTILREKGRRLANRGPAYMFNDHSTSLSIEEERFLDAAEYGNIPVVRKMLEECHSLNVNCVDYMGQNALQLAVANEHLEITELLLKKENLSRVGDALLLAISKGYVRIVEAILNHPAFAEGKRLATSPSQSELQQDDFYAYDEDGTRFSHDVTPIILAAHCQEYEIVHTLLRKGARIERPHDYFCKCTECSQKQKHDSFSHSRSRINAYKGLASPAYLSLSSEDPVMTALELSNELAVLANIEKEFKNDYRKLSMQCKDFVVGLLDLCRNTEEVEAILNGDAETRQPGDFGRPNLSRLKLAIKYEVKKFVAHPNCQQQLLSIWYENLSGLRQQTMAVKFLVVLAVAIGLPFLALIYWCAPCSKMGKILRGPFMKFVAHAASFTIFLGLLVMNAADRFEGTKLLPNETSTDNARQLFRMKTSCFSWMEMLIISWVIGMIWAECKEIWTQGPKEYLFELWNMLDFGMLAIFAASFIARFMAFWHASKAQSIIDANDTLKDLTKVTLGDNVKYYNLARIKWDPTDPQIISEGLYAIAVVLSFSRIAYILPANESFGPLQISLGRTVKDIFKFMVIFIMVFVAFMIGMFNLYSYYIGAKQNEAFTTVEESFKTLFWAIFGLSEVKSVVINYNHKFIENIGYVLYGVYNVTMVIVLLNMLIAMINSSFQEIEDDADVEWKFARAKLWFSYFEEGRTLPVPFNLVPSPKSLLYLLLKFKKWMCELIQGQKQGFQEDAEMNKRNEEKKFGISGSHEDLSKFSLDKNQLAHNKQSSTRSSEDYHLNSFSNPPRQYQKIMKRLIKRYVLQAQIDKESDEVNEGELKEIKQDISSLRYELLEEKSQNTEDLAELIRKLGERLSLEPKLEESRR
IEC-6 cytotox: kills IEC-6 intestinal cells in KLF5 counter-screen. IEC-6 cytotoxicity, luminescence viability. inhibition, % at 5 µM. hit rate 0.78% among 290,000. AID 1825; in the data active means inhibition above about 22%;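 further: 0% = plate median of test compound wells and 100% = cytotoxic reference compound wells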
TRPC6 activator: mouse TRPC6 channel activation; HEK293-TRPC6 membrane potential dye fluorescence; stronger effect = higher value; Q61143; B-score at 10 µM; AID 2550; hit rate 0.13% among 310,000;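 active means B-score of the integrated fluorescence ratio above library mean plus 3 SD, and starting fluorescence ratio within library mean plus 5 SD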;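 further: higher score means more depolarization so channel activation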
HIF act: HIF pathway transcriptional activation. AID 1910. activation, % at 7.5 µM (by protocol). U2OS HRE-luciferase reporter, luminescence; normalized: DMSO 0%, desferrioxamine 100%. hit rate 0.32% among 300,000;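 active means mean activation of at least 10% of the iron chelator positive control signal, with at least half of replicates also reaching 10%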
aSyn 5UTR inh: 5' untranslated region of α-synuclein, MLPCN primary screen. alpha-synuclein 5'UTR reporter, inhibitor activity. inhibition, % (tested at 7.5 µM). hit rate 0.82% among 300,000; in the data active means inhibition above about 60%;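 further: H4 neuroglioblastoma cells stably carrying SNCA 5'UTR luciferase fusion; 0% = DMSO wells and 100% = positive control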
MrgX1 antagonist: blocks BAM8-22 activation of human MrgX1 receptor; hit rate 1.3% among 310,000; MRGX1-HEK293 calcium flux, Fluo-4, BAM8-22 antagonism; stronger effect = lower value; Q96LB2; B-score at 10 µM;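 active means calcium-response B-score plate-corrected more than 3 library SD below zero, starting fluorescence within 5 deviations, no agonist response on first addition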;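 further: peak minus trough fluorescence over baseline after final BAM8-22 challenge near maximal dose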
TRPC4 potent: allosteric potentiators of mouse TRPC4 channel; Q9QUQ5; HEK293 TRPC4beta/mu-opioid, DAMGO EC20, Fluo-4 Ca2+ flux; stronger effect = higher value; B-score at 10 µM; hit rate 0.42% among 310,000;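 active means B-score of calcium response area above 5 SD of library B-scores, with initial fluorescence ratio within 5 SD of library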;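 further: B-score of integrated fluorescence ratio over time as area under calcium response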
KLF5 inh: suppresses KLF5 promoter-driven expression. DLD-1 KLF5 promoter-luciferase reporter, luminescence. inhibition, % at 5 µM. hit rate 0.23% among 290,000. AID 1700;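 active means inhibition above a per-plate limit of that plate's mean compound inhibition plus 3 SD, cut at about 60% in these data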;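 further: 0% = DMSO wells and 100% = LY294002 at 200 µM; higher means less KLF5 promoter-driven luciferase light; inactives centre near -14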
The depositor's hits bear a star; i = inactive; . = no result given. Compounds as they come; any-hit rate near 5.8%.

SMILES	TRPC4 inh	SKKanGAS inh	TRPC4 agonist	TRPC6 inh	IEC-6 cytotox	TRPC6 activator	HIF act	aSyn 5UTR inh	MrgX1 antagonist	TRPC4 potent	KLF5 inh
COc1ccc(Cl)cc1NC(=S)N(Cc1ccccc1C)CC1CCC(C(=O)O)CC1 (stereo not drawn)	i	3	i	i	2	i	-0.3	-47	i	i	-45
CCN(Cc1ccncc1)C(=O)CC1C(=O)NCCN1Cc1ccc(F)c(F)c1 (stereo not drawn)	i	-1	i	i	2	i	0.3	5	i	i	15
O=C(N/N=C/c1ccc(N2CCOCC2)cc1)C1CC1	i	-4	i	i	14	i	0.8	-11	i	i	-17
c1ccc2c(-c3nnc4n3CCCCC4)c[nH]c2c1	i	-1	i	i	-2	i	-0.2	19	i	i	-26
Cc1nc(N2CCN(Cc3ccc4c(c3)OCO4)CC2)[nH]c(=O)c1C	i	-1	i	i	-2	i	1.4	1	.	i	-25
S=C(Nc1ccccc1)Nc1ccc(OCc2ccccc2)cc1	i	-4	i	i	1	i	0.7	-20	i	i	0
Cc1[nH][nH]c(=O)c1C=NCc1ccc(Cl)cc1	i	4	i	i	-2	i	-0.2	17	i	i	-1
CN(C(=O)CSc1nc2ccc(Br)cc2c(=O)n1Cc1ccco1)C1CCS(=O)(=O)C1 (stereo not drawn)	i	-11	i	i	0	i	-0.3	20	i	i	1
Cn1c(=O)c2c(nc(Br)n2Cc2ccc3ccccc3c2)n(C)c1=O	i	-2	i	i	-8	i	0.1	-28	i	i	-17
O=C(O)c1cccc2cc(-c3ccccc3)oc(=O)c12	i	5	i	i	-3	i	0.4	-6	i	i	8
Cc1ccc(NC(=O)CN2C(=O)c3ccccc3S2(=O)=O)cc1C	i	-1	i	i	4	i	1.2	17	i	i	-42
FC(F)Sc1ccc(NC(=S)NC2CCC(NC(=S)Nc3ccc(SC(F)F)cc3)CC2)cc1 (stereo not drawn)	i	9	i	i	-5	i	0.3	27	i	i	-43
CCOCCCNC(=O)Cc1ccc(OC)c(OC)c1	i	4	i	i	4	i	0.7	24	i	i	-9
CCC(C(=O)OCC(=O)Nc1c(C)n(C)n(-c2ccccc2)c1=O)c1ccccc1 (stereo not drawn)	i	-1	i	i	-3	i	-0.1	7	i	i	-20
COc1ccc(CCC(=O)Nc2ncc(C)s2)cc1	i	3	i	i	-3	i	3.8	-46	i	i	-8
Cc1cccc(C(C)C)c1NC(=O)CN1C(=O)NC2(CCc3ccccc32)C1=O (stereo not drawn)	i	-5	i	i	.	i	-0.7	0	i	i	.
COCc1ccc(CN2CCCC(CO)(Cc3ccccc3)C2)o1 (stereo not drawn)	i	0	i	i	3	i	0.0	-13	i	i	-35
CN(CCOCCOc1ccc(F)cc1)Cc1ccccc1	i	0	i	i	0	i	1.1	10	i	i	-33
CCCCSc1nc(C)c(CC(=O)O)c(=O)[nH]1	i	0	i	i	2	i	-1.5	11	i	i	12
COC(=O)c1cnn2c(C(F)(F)F)cc(-c3ccco3)nc12	i	5	i	i	1	i	-1.0	-6	i	i	-12

Two entries drawn at random from those above, as already listed:
SMILES	TRPC4 inh	SKKanGAS inh	TRPC4 agonist	TRPC6 inh	IEC-6 cytotox	TRPC6 activator	HIF act	aSyn 5UTR inh	MrgX1 antagonist	TRPC4 potent	KLF5 inh
CN(CCOCCOc1ccc(F)cc1)Cc1ccccc1	i	0	i	i	0	i	1.1	10	i	i	-33
Cc1[nH][nH]c(=O)c1C=NCc1ccc(Cl)cc1	i	4	i	i	-2	i	-0.2	17	i	i	-1

More entries follow:
SMILES	TRPC4 inh	SKKanGAS inh	TRPC4 agonist	TRPC6 inh	IEC-6 cytotox	TRPC6 activator	HIF act	aSyn 5UTR inh	MrgX1 antagonist	TRPC4 potent	KLF5 inh
O=c1[nH]c(CO)nc2c1oc1ccccc12	i	-4	i	i	-3	i	-2.0	5	-6.7*	i	-14
Cc1nc2sc(-c3ccccc3)cc2c(=O)n1N	i	34	i	i	7	i	-2.7	75*	i	i	6
COc1ccc(-c2nnc(SCC(=O)N3CCN(c4ccccc4)CC3)o2)cc1OC	i	-5	i	i	-3	i	0.0	-17	i	i	6
O=C(CS(=O)(=O)Cc1ccccc1)Nc1ccc(Br)cc1F	i	3	i	i	-4	i	0.1	-5	i	i	-25
CN(C)c1ccc(/C=C/c2c([N+](=O)[O-])c(=O)n(C)c(=O)n2C)cc1	i	52*	i	i	2	i	-0.8	-38	.	i	4
COc1ccc2[nH]cc(C(=O)CCl)c2c1	i	-18	i	i	14	i	3.5	9	i	i	-30
Oc1ccc(/C=N/NC(=S)N/N=C/c2ccc(O)cc2)cc1	i	5	i	i	-7	i	1.7	-60	i	i	-35
Cc1ccc(-c2cc(-c3ccc(C)cc3O)[nH]n2)cc1	i	35	i	i	-9	i	3.2	-160	i	i	-130
COC(=O)c1ccccc1NC(=O)c1ccc(Cn2cc(Cl)cn2)o1	i	-7	i	i	3	i	-0.6	6	i	i	1
CCc1ccc(C(=O)NC(=S)Nc2ccccc2N2CCOCC2)cc1	i	32	i	i	-1	i	1.3	19	i	i	-33
CCCc1ccc2oc(C(=O)N(C)CCn3ccnc3C)c(C)c2c1	i	0	i	i	0	i	-0.5	-8	i	i	-17
O=C(N/N=C/c1ccc(-c2cccc([N+](=O)[O-])c2)o1)[C@H]1C[C@@H]1c1ccccc1	i	17	i	i	0	i	-0.9	35	i	i	-40
CC1CCCC(C)N1C(=O)COC(=O)CNC(=O)C12CC3CC(CC(C3)C1)C2 (stereo not drawn)	i	2	i	i	.	i	1.4	5	i	i	.
Cn1cc(Br)c(C(=O)N2CCN(c3cccc(Cl)c3)CC2)n1	i	3	i	i	8	i	-0.4	10	i	i	-4
CC(C)(C)C1CCC(OC(=O)C[N+]2(C)CCCC2)CC1 (stereo not drawn)	i	9	i	i	-2	i	0.0	6	i	i	-15
Nc1cc(=O)[nH]c(SCC(=O)Nc2cccc(Cl)c2Cl)n1	i	-2	i	i	1	i	0.0	8	i	i	-6
COc1cc(C(=O)N[C@@H](Cc2c[nH]c3ccccc23)C(=O)O)cc(OC)c1OC	i	-3	i	i	6	i	0.7	7	i	i	2
COc1ccc(CNC(=O)[C@H](C)NC(=O)C2CC(=O)N(c3ccc4c(c3)OCO4)C2)cc1 (stereo partly drawn)	i	-5	i	i	3	i	-0.2	18	i	i	-15
CCOC(=O)[C@@H]1[C@H]2COc3ccccc3[C@@H]2N2C(=O)N(c3cccc(Cl)c3)C(=O)[C@]12C	i	-2	i	i	-3	i	0.9	28	i	i	8
O=C(OCC1CC(c2ccccc2)=NO1)c1ccc(Cl)cc1 (stereo not drawn)	i	-5	i	i	-5	i	.	14	i	i	-14
Cc1ccc(C2NC(=O)c3c(sc4c3CCN(C)C4)N2)s1 (stereo not drawn)	i	0	i	i	3	i	0.3	-72	i	i	-28
COc1ccccc1NCCC(=O)OCC(=O)NC1CC1	i	-10	i	i	-11	i	0.0	-17	i	i	-35
C/C(=N\Nc1cc(C)nc(-c2ccccc2)n1)c1cccc([N+](=O)[O-])c1	i	14	i	i	-5	i	0.1	-8	i	i	-49
O=C(CCSc1ccc(Cl)cc1)Nc1cccnc1	i	-9	i	i	6	i	0.0	4	i	i	-24
CC1CCN(C(=O)CCNC(=O)Cn2cnc3sc4c(c3c2=O)CCCC4)CC1	i	-1	i	i	-2	i	-0.1	-2	i	i	-5
O=C(CN(CC1CCCO1)S(=O)(=O)c1ccc(S(=O)(=O)NC2CC2)cc1)Nc1ccccc1 (stereo not drawn)	i	-13	i	i	-1	i	-0.2	24	i	i	-1
CCOC(=O)CN1C(=O)S/C(=C\c2ccc(-c3cccc(C(=O)O)c3C)o2)C1=O	i	18	i	i	.	i	1.4	-53	i	i	.
COC(C[C@H]1O[C@H]1[C@H](O)[C@@H](C)OCc1ccccc1)OC	i	2	i	i	.	i	1.2	-9	.	i	.
CCOC(=O)NCc1ccc(S(=O)(=O)Nc2c(C)cccc2C)cc1	i	0	i	i	3	i	-0.3	8	i	i	-3
Cc1ccc(C(=O)CSc2nnc(-c3c[nH]c4ccccc34)o2)cc1	i	-11	i	i	-2	i	-0.3	16	i	i	-27
O=C(c1cc([N+](=O)[O-])ccc1N1CCOCC1)N1CCN(S(=O)(=O)c2cc(Cl)ccc2Cl)CC1	i	0	i	i	.	i	-0.3	15	i	i	.
CC(NC(=O)Cn1ncc(Cl)c(Cl)c1=O)C12CC3CC(CC(C3)C1)C2 (stereo not drawn)	i	15	i	i	25*	i	-5.7	88*	i	i	-6
CN(Cc1ccco1)C(=O)C1CCC(=O)N1Cc1ccc(F)cc1 (stereo not drawn)	i	0	i	i	-5	i	0.0	16	i	i	-11
O=C(NC1CCN(C(=O)Nc2ccccc2Cl)CC1)c1cccc(F)c1	i	-22	i	i	0	i	0.1	7	i	i	-32
COc1ccc(S(=O)(=O)Nc2cc3c4c(c2)CCN4C(=O)CC3)cc1	i	-1	i	i	.	i	-0.2	-15	i	i	.
COc1ccc(/C=C/C(=O)Nc2ccc3nc4n(c(=O)c3c2)CCCC4)cc1OC	i	-1	i	i	4	i	-1.1	17	i	i	-32
O=C(NCc1ccc2c(c1)OCO2)C1CC(=O)N(c2ccc(O)cc2)C1 (stereo not drawn)	i	-13	i	i	-9	i	-0.5	-11	i	i	-32
CN(C)CCCOC(=O)c1sc2ccccc2c1Cl	i	0	i	i	-4	i	-0.3	13	i	i	-18
COc1cc(C(=O)NCCCNc2nc3cc(C)c(C)cc3cc2C#N)cc(OC)c1OC	i	6	i	i	-3	i	0.7	-34	i	i	0
O/N=C/c1cc(Br)ccc1OCc1ccc(F)cc1	i	15	i	i	-1	i	0.8	-79	i	i	-55
O=C(NCc1ccco1)c1ccc(S(=O)(=O)c2cccc(S(=O)(=O)N3CCOCC3)c2)cc1	i	7	i	i	2	i	-0.1	11	i	i	4
